Bioassay records deposited in PubChem BioAssay by The Scripps Research Institute Molecular Screening Center.
GPR151 ag = human GPR151 activation | PathHunter beta-arrestin GPR151 cells, luminescence | 650,000 compounds, 1% hits | activation, % at 11.2 µM; in the data active = activation above about 4.9%;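 note: 0% = median of compound wells and 100% = cells with positive control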
Target sequence (Q8TDV0 whole entry, looked up): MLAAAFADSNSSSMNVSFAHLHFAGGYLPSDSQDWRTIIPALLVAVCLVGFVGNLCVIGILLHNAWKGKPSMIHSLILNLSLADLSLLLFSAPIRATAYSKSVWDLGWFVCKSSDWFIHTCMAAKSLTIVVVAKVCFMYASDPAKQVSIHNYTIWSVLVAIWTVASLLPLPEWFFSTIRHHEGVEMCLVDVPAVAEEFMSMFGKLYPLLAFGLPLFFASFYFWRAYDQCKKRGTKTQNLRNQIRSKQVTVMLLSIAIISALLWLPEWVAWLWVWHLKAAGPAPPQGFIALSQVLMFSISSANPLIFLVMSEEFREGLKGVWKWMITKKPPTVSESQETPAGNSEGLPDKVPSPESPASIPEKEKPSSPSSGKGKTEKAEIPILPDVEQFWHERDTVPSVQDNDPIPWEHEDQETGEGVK
TEAD-YAP block = TEAD-YAP interaction inhibition; HEK-TIYL cells, TEAD-Gal4/YAP UAS-luciferase luminescence; inhibition, % at 9.12 µM; 640,000 compounds, 1.4% hits; AID 1259422; in the data active = inhibition above about 32%;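 note: 0% = median of test compound wells and 100% = reference inhibitor wells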
FBW7 act = activators of human E3 ligase FBW7 | Q969H0 | AlphaScreen FBW7–phospho-cyclin E peptide binding, activator screen | normalized activity (activation), % at 26.1 µM | 650,000 compounds, 0.13% hits | AID 1259310; in the data active = normalized activity above about 1.9%;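 note: purified mutant Fbw7 with reduced substrate affinity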
MITF inh = human MITF inhibition, primary screen; O75030; AlphaScreen MITF homodimerization, bead proximity signal; inhibition, % at 2.6 µM; 650,000 compounds, 0.91% hits; AID 1259374; in the data active = inhibition above about 50%;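 note: 0% = vehicle wells with protein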
Target sequence (O75030 whole entry, looked up): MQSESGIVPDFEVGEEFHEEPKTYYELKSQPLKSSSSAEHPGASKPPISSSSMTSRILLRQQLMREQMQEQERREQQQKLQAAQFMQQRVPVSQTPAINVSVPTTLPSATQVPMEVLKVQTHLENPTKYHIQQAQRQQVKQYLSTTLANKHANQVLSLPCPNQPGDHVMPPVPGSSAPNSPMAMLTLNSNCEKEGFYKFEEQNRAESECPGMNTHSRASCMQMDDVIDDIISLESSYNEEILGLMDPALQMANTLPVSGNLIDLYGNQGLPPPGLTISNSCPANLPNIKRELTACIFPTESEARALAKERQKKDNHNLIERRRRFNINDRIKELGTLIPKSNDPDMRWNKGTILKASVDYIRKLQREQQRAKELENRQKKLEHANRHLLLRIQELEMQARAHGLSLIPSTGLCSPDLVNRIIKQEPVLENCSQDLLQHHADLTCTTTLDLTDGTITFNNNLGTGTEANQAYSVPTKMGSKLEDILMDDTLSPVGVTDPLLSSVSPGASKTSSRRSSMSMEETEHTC
* = called active by the depositor; . = not tested or not shown. Random draw from the library (roughly 3.4% active in at least one column).

no.	smiles	GPR151 ag	TEAD-YAP block
1	COC(=O)C1=CN(C2CCCC2)C=C(C(=O)OC)C1c1cc(OC)c(OC)cc1OC	-1.8	5
2	Cc1c(CNC(C)(C)C)c(C(=O)O)c(C)n1Cc1ccccc1F	-0.6	2
3	COc1ccc(Nc2ncc(-c3cccc(C(C)=O)c3)n3ccnc23)cc1	-1.1	-1
4	COc1ccc(-n2ccn(CC(=O)Nc3ccc(OC)c(Cl)c3)c2=O)cc1	-0.9	2
5	CCCCCCCC/C=C\CCCCCCCCOCCOP(=O)(O)OCC[N+](C)(C)C	0.0	.
6	CCC(Sc1nc2ccccc2c(=O)n1NC(=O)COc1ccc(Cl)cc1Cl)C(=O)N1CCOCC1 (stereo not given)	-1.2	-12
7	C=CCn1c(SCC(=O)Nc2ccc3c(c2)OCCO3)nc2scc(-c3ccc(OC)cc3)c2c1=O	-0.4	-1
8	CC(C)(O)C#Cc1ccc(CN2CCc3nnc(CCNC(=O)c4ccco4)n3CC2)cc1	-0.8	-1
9	COc1cc(Nc2nc(Nc3ccccn3)nc3c2ncn3C(C)C)cc(OC)c1OC	0.5	15
10	CCN(CC(=O)N1CCN(c2ccc(F)cc2)CC1)S(=O)(=O)c1ccc(C)cc1	1.1	9
11	CCOC(=O)c1c(NC(=O)c2ccc(Cl)c([N+](=O)[O-])c2)sc2c1CCC2	1.4	5
12	O=C(c1ccccc1)C(CC(=O)N1CCOCC1)c1ccccc1 (stereo not given)	0.1	-32

no.	FBW7 act	MITF inh
1	0.6	7
2	0.0	20
3	-0.1	-8
4	0.0	-11
5	.	-18
6	0.0	9
7	0.0	-4
8	0.5	15
9	0.0	12
10	0.2	-7
11	0.0	8
12	0.1	2

Carrying on.
no.	smiles	GPR151 ag	TEAD-YAP block
13	OCCC1CN(Cc2nc3ccccc3s2)CCN1C1CCCC1 (stereo not given)	-0.4	-7
14	CCC[n+]1cccc2cc(OC)ccc21	0.5	1
15	COc1ccc(-n2c(Cc3cc(=O)[nH]c(=O)[nH]3)n[nH]c2=S)cc1	-1.3	8
16	Cc1ccc(OCCOC(=O)c2ccc(NC(N)=O)cc2)cc1	-0.4	-5
17	O=C(NC1CCCCCC1)NC1(C(F)(F)F)Oc2ccc(Cl)cc2O1 (stereo not given)	-0.2	-11
18	O=C(Nc1ccc(NC(=O)c2cccc3nccnc23)cc1)c1ccccn1	0.2	-1
19	O=C(NCC1Cc2cc(-c3cnccn3)ccc2O1)c1ccnc(Cl)c1 (stereo not given)	0.1	14
20	CC(=O)Nc1ccc(NC(=O)c2csc(-c3cccs3)n2)cc1	-0.3	-5
21	O=C(NCc1cccc(C(F)(F)F)c1)c1cccc2cc[nH]c12	0.0	11
22	COc1cccc(NC(=O)CSc2nc3c(sc(=S)n3-c3ccc(C)c(C)c3)c(=O)n2-c2ccc(C)cc2)c1	-0.3	5
23	O=C(c1cc2n(n1)C(C(F)(F)F)CC(c1ccc(Cl)cc1)N2)N1CCN(C(c2ccccc2)c2ccccc2)CC1 (stereo not given)	-1.1	-2
24	O=C(Nc1nnc(-c2ccccc2)o1)c1ccc(F)c(S(=O)(=O)N2CCOCC2)c1	1.7	-10

no.	FBW7 act	MITF inh
13	0.0	-1
14	-0.1	-1
15	0.5	5
16	0.0	-1
17	0.7	6
18	0.0	3
19	-0.1	22
20	-0.1	10
21	0.0	-8
22	-0.1	3
23	0.1	16
24	0.0	-3

Brought forward from above: 3 compounds, followed by the next part.
no.	smiles	GPR151 ag	TEAD-YAP block
22	COc1cccc(NC(=O)CSc2nc3c(sc(=S)n3-c3ccc(C)c(C)c3)c(=O)n2-c2ccc(C)cc2)c1	-0.3	5
23	O=C(c1cc2n(n1)C(C(F)(F)F)CC(c1ccc(Cl)cc1)N2)N1CCN(C(c2ccccc2)c2ccccc2)CC1 (stereo not given)	-1.1	-2
24	O=C(Nc1nnc(-c2ccccc2)o1)c1ccc(F)c(S(=O)(=O)N2CCOCC2)c1	1.7	-10
25	CC(C)(C)CC(=O)NCC(c1ccco1)S(=O)(=O)c1ccc(Cl)cc1 (stereo not given)	-0.1	8
26	Cn1c(=O)[nH]c(=O)c2c1nc(N(CCO)CCO)n2CCc1ccccc1	-1.1	11
27	COc1cccc(C2NC(=O)NC(C)=C2C(=O)Nc2ccccc2C)c1OC (stereo not given)	-1.2	-3
28	CCN1CCN(C(=O)c2ccc(CS(=O)(=O)Cc3ccccc3C)o2)CC1	0.7	5
29	ClCC1=Nc2cccc3cccc(c23)N1	-1.4	17
30	FC(F)(F)c1ccccc1/C=N/n1c(-c2cccnc2)n[nH]c1=S	1.1	-14
31	Cc1cc(C(=O)CCl)c(C)n1-c1ccc2c(c1)OCO2	1.5	2
32	O=C(NCCN1CCCC1)c1ccco1	0.7	-3
33	COc1cc(OC)c(NC(=O)N2CCC(CN3CCOCC3)CC2)cc1Cl	2.2	1
34	CCCC1(CCC)NC(=O)N(CC(=O)NCc2ccc(Cl)cc2)C1=O	-1.1	1
35	CCOCCCn1c(-c2ccc(Cl)cc2)n[nH]c1=S	-0.8	8
36	CSc1nc2c([nH]c3ccccc32)c(=O)n1-c1ccc(F)cc1	-1.3	-5

no.	FBW7 act	MITF inh
22	-0.1	3
23	0.1	16
24	0.0	-3
25	0.0	-15
26	0.0	2
27	-0.1	1
28	-0.2	5
29	-0.1	4
30	0.0	-16
31	-0.1	0
32	-0.2	0
33	0.1	1
34	-0.2	4
35	-0.1	8
36	0.1	-5

Other compounds follow:
no.	smiles	GPR151 ag	TEAD-YAP block
37	CCSc1ccc(NC(=O)c2cc(OC)c(OC)c(OC)c2)cc1	0.7	-37
38	CC(=O)NC(=O)c1cc2c(ccc3ccccc32)oc1=Nc1ccc(C(C)=O)cc1	0.4	-2
39	O=S(=O)(O)c1ccc(N/N=C/c2c(Cl)nc3ccccn23)cc1	0.6	-2
40	Cc1nn(CCCC(=O)O)c(=O)c2cc3sccc3n12	-0.7	-2
41	CN(CCc1ccccc1)C1CCCN(S(=O)(=O)c2ccc3c(c2)OCCO3)C1 (stereo not given)	0.6	-7
42	CC(=O)N(Cc1ccco1)Cc1cc2cc(C)c(C)cc2n2nnnc12	0.2	0
43	c1cnc2c(-c3cnn4c(NCCCN5CCOCC5)ccnc34)cccc2c1	-0.2	-40
44	CC(C(=O)Nc1ccccc1Br)N1C(=O)c2cccc3cccc1c23 (stereo not given)	-1.0	1
45	Cc1ccc(C2=NS(=O)(=O)N(C)C(C(=O)NCC3CCCO3)=C2)cc1 (stereo not given)	1.2	11
46	CCCCCCOC(=O)c1ccccc1NC(=O)c1c(O)c2c([nH]c1=O)CCCC2	0.3	-11
47	O=C(Nc1nc2ccccc2s1)NC1CC(=O)N(c2ccccc2)C1 (stereo not given)	3.0	3
48	CC(C)[C@@H]1NC(=O)[C@H]2CN(Cc3cn(C)nc3-c3ccccc3)CCN2C1=O	3.1	3

no.	FBW7 act	MITF inh
37	0.1	-1
38	0.0	-3
39	0.1	0
40	0.0	11
41	0.7	18
42	0.0	18
43	0.0	-5
44	0.2	6
45	0.3	4
46	0.0	-6
47	-0.2	-3
48	0.2	17

Later entries:
no.	smiles	GPR151 ag	TEAD-YAP block
49	COc1ccc(C2C3=C(CC(C)(C)CC3=O)N(c3ccc(C)cc3)C3=C2C(=O)CC(C)(C)C3)cc1CN1CCOCC1	-0.3	16
50	CCOc1ccc(S(=O)(=O)N(CC(=O)Nc2cccc(C(F)(F)F)c2)c2ccccc2)cc1	2.2	-12
51	Cc1ccc(N(C(C)C(=O)N2CCN(c3cccc(Cl)c3)CC2)S(C)(=O)=O)cc1C (stereo not given)	2.1	12
52	CCOC(=O)c1ccccc1N/C=C(/C#N)c1nc(-c2ccc(OC)cc2)cs1	-0.8	0
53	CC(C)c1ccc2nc(SCC(=O)NCC3CCCO3)c(C#N)cc2c1 (stereo not given)	0.3	9
54	Nc1nc(NCc2cccc(C(F)(F)F)c2)cc(NC2CCN(Cc3ccccc3)CC2)n1	-2.2	10
55	CCN(CC)C(=O)C(=O)N/N=C/c1cccc(OC)c1	-2.5	9
56	Cc1cccc2cc(C#N)c(SCC(=O)OC(C)C)nc12	-1.6	0
57	CCn1nc(C)c(CCC(=O)N2CCCC2c2nc3ccccc3[nH]2)c1C (stereo not given)	1.4	-4
58	CCOC(=O)c1ccc(NC(=O)c2cc(-c3ccccc3)nc3ccc(C)cc23)cc1	0.1	10
59	Cc1ccc(CN2CCN(Cc3cnc(N(C)C)s3)CC2CCO)o1 (stereo not given)	0.6	14
60	CCN1C(=O)C(O)(CC(=O)c2cccs2)c2cc([N+](=O)[O-])ccc21 (stereo not given)	-0.2	-10

no.	FBW7 act	MITF inh
49	-0.2	7
50	0.0	-3
51	0.2	13
52	-0.3	-10
53	-0.1	66*
54	-0.1	-15
55	-0.1	23
56	0.1	12
57	-0.1	0
58	0.2	1
59	0.0	8
60	-0.1	5

Other results follow.
no.	smiles	GPR151 ag	TEAD-YAP block
61	Cc1cc2[nH]c(=O)c(=O)[nH]c2cc1S(=O)(=O)NCc1ccc(F)cc1	-1.0	5
62	O=C(NCCCN1CCCC1=O)c1ccnc(N2CCN(c3ccccn3)CC2)c1	4.8	2
63	O=[N+]([O-])c1ccccc1S(=O)(=O)Oc1ccccc1/C=N/n1cnnc1	0.3	-1
64	COc1ccc2oc(=O)c(C(=O)n3ccnc3C)cc2c1	0.5	5
65	CCCOc1ccccc1C1NC(=O)NC(C)=C1C(=O)OCCOC (stereo not given)	-0.6	2
66	COc1ccc(CC(=O)NNC(=O)c2ccncc2)cc1OC	-0.6	5
67	O=C(Nc1cccc(Cl)c1)c1nn2c(c1Br)NC(c1ccc(Br)o1)CC2C(F)(F)F (stereo not given)	0.0	-13
68	C[n+]1c(-c2ccccc2)cn2ncsc21	-1.3	4
69	COCCN1C(=O)CC(Nc2ccc(N3CCOCC3)cc2)C1=O (stereo not given)	0.3	11
70	O=C([C@@H](O)c1ccccc1Cl)N1CCCN(S(=O)(=O)c2cccc3cnccc23)CC1	0.5	-1
71	Cc1cc(OCC(=O)NNC(=O)COc2ccc(Br)cc2Br)cc(C)c1Cl	0.1	0
72	O=C(Nc1ccc2ccccc2c1)C(F)(F)F	-1.6	-16

no.	FBW7 act	MITF inh
61	0.2	8
62	0.8	5
63	0.2	-33
64	0.2	10
65	-0.1	7
66	0.0	12
67	-0.1	6
68	0.0	8
69	-0.2	4
70	0.0	11
71	0.1	7
72	0.0	1

Continued:
no.	smiles	GPR151 ag	TEAD-YAP block
73	Cc1cc(C(=O)NCC(=O)OC2CCOC2=O)ccc1[N+](=O)[O-] (stereo not given)	-1.6	12
74	COc1ccc(S(=O)(=O)CCC(=O)NCc2ccccc2)cc1	-0.2	-4
75	COc1ccccc1-n1c(CNC(=O)c2cccs2)nnc1SCC(=O)N1N=C(c2cccs2)CC1c1ccc(C)cc1 (stereo not given)	1.4	25
76	O=C(CN1C(=O)C(=O)N(C2CCCC2)C1=O)Nc1ccc(F)cc1F	0.4	-3
77	Oc1ccccc1-c1nc2ccccc2[nH]1	0.5	15

no.	FBW7 act	MITF inh
73	0.4	8
74	-0.1	2
75	0.0	0
76	-0.1	-12
77	-0.7	16

Filtered by structure, the compounds so far containing a furan ring, fused or not
no.	smiles	GPR151 ag	TEAD-YAP block
8	CC(C)(O)C#Cc1ccc(CN2CCc3nnc(CCNC(=O)c4ccco4)n3CC2)cc1	-0.8	-1
25	CC(C)(C)CC(=O)NCC(c1ccco1)S(=O)(=O)c1ccc(Cl)cc1 (stereo not given)	-0.1	8
28	CCN1CCN(C(=O)c2ccc(CS(=O)(=O)Cc3ccccc3C)o2)CC1	0.7	5
32	O=C(NCCN1CCCC1)c1ccco1	0.7	-3
42	CC(=O)N(Cc1ccco1)Cc1cc2cc(C)c(C)cc2n2nnnc12	0.2	0
59	Cc1ccc(CN2CCN(Cc3cnc(N(C)C)s3)CC2CCO)o1 (stereo not given)	0.6	14
67	O=C(Nc1cccc(Cl)c1)c1nn2c(c1Br)NC(c1ccc(Br)o1)CC2C(F)(F)F (stereo not given)	0.0	-13

no.	FBW7 act	MITF inh
8	0.5	15
25	0.0	-15
28	-0.2	5
32	-0.2	0
42	0.0	18
59	0.0	8
67	-0.1	6
